Screening results (PubChem)
FN deposition inh – fibronectin deposition inhibition; AH1F fibroblasts, Alexa488-fibronectin deposition fluorescence, overnight; inhibition, % at 12.6 µM; actives 0.086% (n = 350,000); AID 743247;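 active = mean inhibition across replicates of 30% or more, regardless of how many single replicates reach that level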;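 also: positive control wells lacked labelled fibronectin entirely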
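Material: AH1F fibroblasts assembling fluorescent fibronectin matrix; amount: 10000 AH1F cells/well; medium: DMEM, 2% serum; reagent: Alexa488-fibronectin, 24 nM final in well; dosing: single compound dose, delivered by pin transfer; incubation: 1 h adhesion, overnight exposure; detection: fluorescence after three HBSS washes, excitation 485 nm, emission 525 nm; measure: fibronectin deposition inhibition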
Starred values were filed as active, the others as inactive. Not all compounds are listed, so the mix of outcomes need not match the whole.

SMILES	FN deposition inh
O=c1c2[nH]c3ccccc3c2ncn1CCN1CCCCC1	-2
C=CCn1c(N)c(C(=O)Nc2cccc(C)c2)c2nc3ccccc3nc21	2
O=C(CCCN1C(=O)c2ccccc2C1=O)Nc1ccc(S(=O)(=O)N2CCOCC2)cc1	11
CC(=O)Nc1ccc(-c2nnc(SCC(=O)NCc3ccco3)n2C)cc1	-4
Cc1ccc(C(C(=O)NC2CCCCC2)N2CCCC2)cc1 (centres undefined)	2
CCCCN(CCCNC(=O)c1ccc2nc(N3CCOCC3)sc2c1)Cc1ccccc1	-1
CCc1nnc(NC(=O)Cn2ccc(C(F)(F)F)n2)s1	5
O=C1NCC(O)=C1C=NCCCO	-5
COc1ccc(C(OC(=O)c2ccco2)C(=O)NCC2CCCO2)cc1 (centres undefined)	3
CC(C)NC(=O)N(C)C[C@@H]1Oc2ccc(NS(C)(=O)=O)cc2CC(=O)N(C)C[C@@H]1C	10
Cc1sc(N/N=C/C=C/c2ccccc2)nc1-c1ccccc1	-5
Cc1ccc(NC(=O)CSc2nnc(-c3ccncc3)n2C)cc1C	6
CCCN(CCC)CCSc1nc(O)c(C(C)C)c(=O)[nH]1	-6
O=C(NC(Cc1ccccc1)c1nc2ccccc2[nH]1)C1CC(=O)N(c2ccc3c(c2)OCCO3)C1 (centres undefined)	13
CSc1nc2cc(Cl)ccc2s1	5
CCOC(=O)C1=C(C)NC(C)=C(C(=O)OCC)C1C(=O)OCC(=O)N1CCc2ccccc2C1	-5
O=C(NCc1ccccc1Cl)c1csc2c1CCCCC2	9
N#Cc1ccc(-c2ccc(OCC(O)Cn3nnc4ccccc43)cc2)cc1 (centres undefined)	-6
C[C@@H]1CC=CC[C@@H](c2cccc(Cl)c2)NC(=O)[C@H](C)N(C)C(=O)c2ccccc2O1 (mixture of isomers)	-16
CCn1ccnc1C(O)c1cccc(OC)c1 (centres undefined)	9

Single values from the entries so far.
In FN deposition inh, `COc1ccc(C(OC(=O)c2ccco2)C(=O)NCC2CCCO2)cc1` (centres undefined) has 3
In FN deposition inh, `O=C(CCCN1C(=O)c2ccccc2C1=O)Nc1ccc(S(=O)(=O)N2CCOCC2)cc1` has 11

(further entries)
SMILES	FN deposition inh
O=C1[C@H](Cc2ccc(C(F)(F)F)cc2)CCn2cc(nn2)COC[C@@H]2CCCCN2C(=O)[C@H](Cc2ccc(C(F)(F)F)cc2)CCn2cc(nn2)COC[C@@H]2CCCCN12	-16
C[C@H]1CN([C@@H](C)CO)C(=O)c2ccccc2-c2ccccc2CO[C@@H]1CN(C)S(C)(=O)=O	-18
O=C1C2CC=C(Cl)CC2C(=O)N1c1ncn[nH]1 (centres undefined)	1
Cc1ccc(S(=O)(=O)Nc2cccc(/C=C/C(=O)O)c2)cc1	-5
CCn1c(SCC(=O)c2cc(C)n(CC3CCCO3)c2C)nc2ccccc21 (centres undefined)	3
COc1ccc2c3c([nH]c2c1)[C@@H](CO)N(C(=O)NC(C)C)CC31CN(Cc2ccc(F)cc2)C1	-1
O=P1(O)C=C(c2ccccc2)OC(c2ccccc2)=C1	15
Cc1nn(-c2ccccc2)c(Cl)c1C(=O)Nc1nnc(C2CCCC2)s1	-5
Cc1ccc(NC(=O)C(C)c2cccc(C(=O)c3ccccc3)c2)cc1 (centres undefined)	-7
COc1cccc(C#Cc2ccc3c(c2)[C@@H]2[C@@H](CCN2S(=O)(=O)c2ccc(C)cc2)[C@H](CO)N3)c1	9
COc1ccc([C@@H]2CC=CC[C@H](C)Oc3ccccc3C(=O)N(C)[C@@H](C(C)C)C(=O)N2)c(OC)c1 (mixture of isomers)	6
CC(C)NC(=O)N(C)C[C@H]1Oc2ccccc2CC(=O)N(C)C[C@@H]1C	-14
CCCC1C2CN(C(C)C)CC=C2C(C#N)=C(N)C1(C#N)C#N (centres undefined)	-3
CCc1cc2c(NCCO)ncnc2s1	-25
Cc1ccc(NC(=O)CSc2nnc(Cn3cnc4ccccc43)o2)cc1	-3
C[C@H]1CN(C)C(=O)Cc2cc(N(C)C)ccc2O[C@@H]1CN(C)C(=O)OC(C)(C)C	-8
C[C@@H]1CC=CC[C@@H](c2ccccc2)NC(=O)[C@@H](Cc2ccccc2)N(C)C(=O)c2ccccc2O1 (mixture of isomers)	16
Cc1ccc(C(=O)c2cc3ccccc3o2)cc1	8
CS(=O)(=O)N1C[C@@H]2C(c3ccccc3)[C@H](C1)N2Cc1ccc(F)cc1 (some centres undefined)	-11
COc1ccccc1N1CCN(C(=O)/C=C/c2ccccc2)CC1	7
CC[C@@H]1CC=CC[C@H](C)Oc2ccccc2C(=O)N(C)[C@@H](Cc2ccccc2)C(=O)N1 (mixture of isomers)	-3
O=C(N1CCCC1)n1c(Cc2ccccc2)nc2ccccc21	-2
CN1C(=O)c2cc(NC(=O)c3cnccn3)ccc2OC[C@H]2O[C@H](CC(=O)NCC3CC3)CC[C@@H]21	0
Cc1ccc(NC(=O)Nc2cccs2)nc1	-25
Cc1ccc(OC2=NS(=O)(=O)c3ccccc32)cc1	5
Cc1ccc(-c2n[nH]c(=O)c3ccccc23)cc1S(=O)(=O)NCCO	-2
CN(CC(=O)Nc1ccc(F)c(Cl)c1)S(=O)(=O)c1cccc2nsnc12	-3
CCc1nnc(NC(=O)CSc2nnc(-c3ccccc3O)n2-c2ccc(C)cc2)s1	3
CC(C)C(NC(=O)C1CCCCC1)C(=O)N1CCN(c2ccc(F)cc2)CC1 (centres undefined)	0
O=C(CSc1nnc(CNC(=O)c2cccs2)o1)Nc1cccc(C(F)(F)F)c1	-23
CC(C)NC(=O)Nc1ccc2c(c1)CC(=O)N(C)C[C@H](C)[C@H](CN(C)S(C)(=O)=O)O2	0
CCOC(=O)N1CCN(C(=O)CN(C)S(=O)(=O)c2ccc3c(c2)C(C)(C)C(=O)N3C)CC1	-1
CCOC(=O)N1CCN(C(=O)CN(c2ccccc2OC)S(=O)(=O)c2ccc(C)cc2)CC1	-3
N#Cc1c(NC(=O)CSC2=NCCS2)sc2c1CCCC2	4
CCC(C(=O)NCc1ccc(OC)cc1)n1nc(C)n2c(cc3occc32)c1=O (centres undefined)	-7
O=C(NCc1ccc(N2CCCC2=O)cc1)Nc1cccc2ccccc12	5
CSc1nc(Oc2ccc(=O)n(C)n2)nc(N(C)C)n1	6
CC(C)Cn1cnc2c(c(-c3ccccc3)c(-c3ccccc3)n2Cc2ccco2)c1=N	0
Cc1ccc(NC(=O)C2CCN(C(=O)NC3CCCCC3)CC2)cc1	9
Cn1cnc(S(=O)(=O)N2CC[C@@H]3[C@H]2c2cc(C4=CCCCC4)ccc2N[C@@H]3CO)c1	-1
CCCC#Cc1ccc2c(c1)[C@@H]1[C@@H](CCN1S(=O)(=O)c1cn(C)cn1)[C@@H](CO)N2	-1
C[C@@H]1CN([C@@H](C)CO)C(=O)c2ccccc2-c2ccccc2CO[C@@H]1CN(C)Cc1ccc(Oc2ccccc2)cc1	13
Cc1ccccc1NC(=O)C[C@H]1CC[C@H]2[C@@H](COc3ccc(NC(=O)c4ccc(Cl)cc4)cc3C(=O)N2C)O1	-12
COc1ccc(CC(=O)NC2CC(C)(C)NC(C)(C)C2)cc1	1
O=C(CCS(=O)(=O)c1cccc2nonc12)NC1CCCCCC1	2
O=c1oc(/C=C/c2ccccc2)nc2sc3c(c12)CCC3	-1
CC(C)NC(=O)N1C[C@@H]2C(c3ccccc3)[C@H](C1)N2Cc1ccc(F)cc1 (some centres undefined)	5
Cc1ccc(-c2cc(C(=O)NCc3cnn(C)c3C)c3cc(Br)ccc3n2)cc1	6
COc1ccc(CC(=O)Nc2ccc(S(=O)(=O)Nc3cc(C)on3)cc2)cc1	2
C/C(CC(=O)Nc1ccccc1[N+](=O)[O-])=N\NC(=O)COc1ccccc1C	11
N#C/C(=C\c1cn(Cc2ccccc2C#N)c2ccccc12)C(=O)NCc1cccs1	3
Cc1occc1C(=O)NCCCCNC(=O)c1ccoc1C	-5
CC(=O)N1[C@@H]2CN(S(C)(=O)=O)C[C@H]1C2c1ccccc1 (some centres undefined)	-5
CC12CC(c3ccccc3O1)N(C(=O)c1ccc(Br)o1)C(=O)N2c1ccccc1 (centres undefined)	10
COc1cc(CN2CC3(CN(S(=O)(=O)c4cccc(F)c4)C3)c3c([nH]c4cc(OC)ccc34)[C@@H]2CO)cc(OC)c1	-7
CC(=O)Nc1ccc2c(c1)CC(=O)N(C)C[C@@H](C)[C@@H](CN(C)C)O2	-13
C[C@H]1CN(C)C(=O)c2ccccc2O[C@@H]1CN(C)C	-5
O=S(=O)(NCCNS(=O)(=O)c1ccccc1)c1ccccc1	-3
O=C(Nc1nc2ccc(Cl)cc2s1)c1ccco1	9
Cc1csc(NC(=O)C2CCN(C(=O)CSc3nnc(C)n3Cc3ccccc3)CC2)n1	-27

Part of the list above in order of count of non-hydrogen atoms, rising:
SMILES	FN deposition inh
C[C@H]1CN(C)C(=O)c2ccccc2O[C@@H]1CN(C)C	-5
O=c1c2[nH]c3ccccc3c2ncn1CCN1CCCCC1	-2
CC[C@@H]1CC=CC[C@H](C)Oc2ccccc2C(=O)N(C)[C@@H](Cc2ccccc2)C(=O)N1 (mixture of isomers)	-3

The main list resumes with the three entries that preceded the break.
SMILES	FN deposition inh
O=S(=O)(NCCNS(=O)(=O)c1ccccc1)c1ccccc1	-3
O=C(Nc1nc2ccc(Cl)cc2s1)c1ccco1	9
Cc1csc(NC(=O)C2CCN(C(=O)CSc3nnc(C)n3Cc3ccccc3)CC2)n1	-27
CC(C)[C@H]1COCc2cn(nn2)CC[C@@H](C)C(=O)N1	-10
O=C1CSC2=NCN(c3ccccc3)CN12	-2
CC(C)[C@@H]1C(=O)N[C@@H](c2ccc3c(c2)OCO3)C/C=C/C[C@H](C)Oc2ccccc2C(=O)N1C	8
Cc1nc2nc(SCC(=O)NCCN3CCOCC3)nn2c(C)c1Cc1ccccc1	-2
CCc1cccc2c(C#N)cn(CC(=O)NCCOC)c12	15
CCOC(=O)Nc1ccc2c(c1)N(C(=O)CCN(C)C)c1ccccc1S2	-13
Cc1cc(C)c(O)c(-c2cc(C(=O)Nc3ccc(S(=O)(=O)N4CCOCC4)cc3)[nH]n2)c1	7
COc1cccc(NC(=O)C2CC(=O)n3cnnc3S2)c1 (centres undefined)	-4
O=C1CCC(=O)N[C@H](c2ccccc2)C/C=C\CCN1	-1
Cn1c(C(O)c2ccc(Cl)cc2)nc(Cl)c1Cl (centres undefined)	-5
O=C1CC(N2CCN(c3ccccn3)CC2)C(=O)N1CC(c1ccccc1)c1ccccc1 (centres undefined)	2
COC(=O)c1ccc(Cl)c(NC(=O)NC23CC4CC(CC(C4)C2)C3)c1	-3
Cc1cc2ccc(C)c(C)c2nc1SCC#N	12
CCOC(=O)c1cnn2c(C)cc(-c3ccccc3)nc12	4
COC(=O)C1C(=O)C2=C(CC1C)NC(C)=C(C(=O)OCc1ccc(OC)cc1)C2c1ccc(C)o1 (centres undefined)	-2
C[C@@H]1CN([C@H](C)CO)C(=O)c2ccccc2-c2ccccc2CO[C@@H]1CN(C)C(=O)CCC(F)(F)F	-13
CCOC(=O)c1cc2sc(C)cc2n1CCCN1C(=O)c2ccccc2C1=O	-3
Cc1ccccc1Cn1c(=O)n(CCC(=O)NCc2ccc3c(c2)OCO3)c(=O)c2ccccc21	7
CC1CCCCC1NC1=NCCS1 (centres undefined)	-3
CCOC(=O)Cc1c(C)nc2cc(-c3ccc(Cl)cc3)[nH]n2c1=O	9
COc1ccccc1NC(=S)NNC(=O)c1c(Cl)c(C)nn1C	6
O=C1CCCN1CC(O)CS(=O)(=O)c1ccc(Cl)cc1 (centres undefined)	1
CC1Cc2cc(-c3csc(NC(=O)Cc4cccs4)n3)ccc2N1S(C)(=O)=O (centres undefined)	11
Clc1ccccc1CSc1nnc(Cn2cnc3ccccc32)n1-c1ccccc1	-9
COC(=O)c1ccc(C(=O)OC)c(NC(=O)Nc2ccc3c(c2)OCO3)c1	2
Cc1ccc(-c2nc3ccsc3c(=O)o2)cc1	9
O=C(CCn1cnc2ccccc2c1=O)Nc1cccc(Cl)c1	-15
COc1cc(NC(=O)CCNC(=O)Cn2cnc3ccccc3c2=O)cc(OC)c1OC	-3
C[C@@H]1CN(C)C(=O)c2cccnc2O[C@H]1CN(C)C	3
CCOP(=O)(c1ccccc1)c1nc(-c2ccccc2Cl)oc1N1CCCCC1 (centres undefined)	-2
CCCCN(C)C(=O)CCCCn1c(=O)[nH]c2cc(OCC)c(OCC)cc2c1=O	-2
CC[C@@H]1CC=CC[C@H](C)Oc2ccccc2C(=O)N(C)[C@H](Cc2ccccc2)C(=O)N1 (mixture of isomers)	-1
CCOC(=O)c1c(C=O)c(C)n(Cc2ccc(Cl)cc2)c1C	-1
O=C(CCN1CCN(c2ccc(Cl)cc2)CC1)Nc1nccs1	5
CCCNC(=O)N1CC[C@@H]2[C@@H](CO)N(C)c3ccc(-c4cccc(OC)c4)cc3[C@@H]21	-9

An excerpt of these results, as comma-separated lines:
SMILES,FN deposition inh
O=C1CCCN1CC(O)CS(=O)(=O)c1ccc(Cl)cc1 (centres undefined),1
CC1Cc2cc(-c3csc(NC(=O)Cc4cccs4)n3)ccc2N1S(C)(=O)=O (centres undefined),11
Clc1ccccc1CSc1nnc(Cn2cnc3ccccc32)n1-c1ccccc1,-9
COC(=O)c1ccc(C(=O)OC)c(NC(=O)Nc2ccc3c(c2)OCO3)c1,2
Cc1ccc(-c2nc3ccsc3c(=O)o2)cc1,9
O=C(CCn1cnc2ccccc2c1=O)Nc1cccc(Cl)c1,-15
